VLA-4 inh: inhibition in a human VLA-4 binding assay. VLA-4 expressing cells, ligand binding flow cytometry. AID 2557. P13612. inhibition, % (about 7 µM as worked out from the volumes in the protocol). 0.2% of 330,000 active; in the data active = inhibition above about 50%
Target sequence (P13612 whole entry, looked up): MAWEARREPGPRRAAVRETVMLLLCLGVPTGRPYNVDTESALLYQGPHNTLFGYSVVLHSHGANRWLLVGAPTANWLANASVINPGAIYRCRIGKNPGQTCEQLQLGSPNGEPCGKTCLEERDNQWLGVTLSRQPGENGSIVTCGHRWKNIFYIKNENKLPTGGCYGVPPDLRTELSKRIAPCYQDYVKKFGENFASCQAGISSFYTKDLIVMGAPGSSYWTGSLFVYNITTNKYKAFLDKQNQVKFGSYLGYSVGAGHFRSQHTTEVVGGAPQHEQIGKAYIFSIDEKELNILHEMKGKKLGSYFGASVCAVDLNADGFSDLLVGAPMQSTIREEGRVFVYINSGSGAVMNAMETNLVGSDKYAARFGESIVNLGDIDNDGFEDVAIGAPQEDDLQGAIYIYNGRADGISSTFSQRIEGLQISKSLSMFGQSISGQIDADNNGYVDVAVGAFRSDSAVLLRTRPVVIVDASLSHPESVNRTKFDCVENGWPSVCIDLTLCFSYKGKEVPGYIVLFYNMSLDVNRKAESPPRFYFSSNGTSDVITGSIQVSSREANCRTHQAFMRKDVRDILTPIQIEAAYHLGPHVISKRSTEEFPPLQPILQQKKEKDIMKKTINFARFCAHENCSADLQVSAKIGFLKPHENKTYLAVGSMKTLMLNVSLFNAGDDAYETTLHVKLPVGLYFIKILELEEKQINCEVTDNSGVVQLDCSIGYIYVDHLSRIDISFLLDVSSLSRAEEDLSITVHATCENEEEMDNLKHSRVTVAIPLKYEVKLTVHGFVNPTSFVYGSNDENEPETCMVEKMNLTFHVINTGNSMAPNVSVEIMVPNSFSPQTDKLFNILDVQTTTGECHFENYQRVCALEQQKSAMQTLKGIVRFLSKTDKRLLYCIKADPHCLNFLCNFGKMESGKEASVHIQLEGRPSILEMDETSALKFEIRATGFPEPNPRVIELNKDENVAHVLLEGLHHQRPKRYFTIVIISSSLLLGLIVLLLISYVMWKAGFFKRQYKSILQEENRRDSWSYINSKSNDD
RPL19A-GFP yeast: yeast TOR pathway RPL19A-GFP modulation; percent response vs DMSO, % at 10 µM; AID 2025; S. cerevisiae RPL19A-GFP strain, flow cytometry, 3 h; active compounds read low; 0.3% of 330,000 active;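 active = percent response vs DMSO below 50%; inconclusive = fewer than 70 events counted for the yeast strain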;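 also: median channel GFP fluorescence of the barcoded RPL19A-GFP strain; ratio of sample median GFP to plate DMSO average so 100% = DMSO; lower means less RPL19A-GFP as with rapamycin TOR inhibition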
GRK2 inh: human GRK2 inhibition via aptamer displacement; P25098; bead flow cytometry, FAM-aptamer displacement from GRK2; inhibition of aptamer binding, % at 10 µM; 0.59% of 330,000 active; AID 488847;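 active = inhibition of aptamer binding above 40%, roughly 3 SD of noise, on plates passing a quality check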;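 also: median bead fluorescence of bound FAM aptamer so fluorescent compounds give negative values; no value below 0 was filed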
CIT2-GFP yeast: yeast TOR pathway CIT2-GFP modulation | GFP response vs DMSO, % at 10 µM | S. cerevisiae CIT2-GFP strain, flow cytometry, 3 h; 100 means same as DMSO wells | 0.065% of 320,000 active | AID 2029;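 active = GFP response relative to DMSO above a set limit, near the screen mean plus 3 SD, cut at about 150% in these data; inconclusive = Fewer than 70 cells measured for a yeast strain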;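 also: ratio of well median GFP fluorescence to mean of DMSO wells on the plate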
GASC-1 inh: inhibitors of human GASC-1 (JMJD2C) demethylase. Q9H3R0. GST-JMJD2C(1-420) H3K9me3 demethylation, DELFIA europium. inhibition, % at 2.35 µM. 0.069% of 330,000 active. AID 2099;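 active = more than half of a compound's replicate wells show inhibition beyond 50%, single wells judged on their own value; inconclusive = some, but no more than half, of replicates pass 50% inhibition; inactive = no replicate passes 50% inhibition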;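 also: signal counts dimethyl H3K9 product captured on neutravidin plate; 0% = median of DMSO wells and 100% = 0.3 times that DMSO median; strong numbers were not always called active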
MEP2 TOR yeast: yeast TOR pathway MEP2-GFP modulation; S. cerevisiae MEP2-GFP strain, flow cytometry GFP, 3 h; 100% = DMSO control level; 0.51% of 330,000 active; GFP response vs DMSO, % at 10 µM;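 active = GFP response versus DMSO above a set limit, roughly screen mean plus 3 SD, cut at about 180% in these data; inconclusive = fewer than 70 cells counted for a yeast strain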;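 also: median GFP fluorescence of the barcode-gated MEP2-GFP cells per well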
AGP1 TOR yeast: alters AGP1-GFP fluorescence in TOR pathway yeast screen; S. cerevisiae AGP1-GFP multiplex flow cytometry, 3 h; GFP as percent of DMSO wells; GFP response vs DMSO, % at 10 µM; 0.02% of 320,000 active;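 active = GFP response relative to DMSO above a set limit, near screen average plus 3 SD, cut at about 150% in these data; inconclusive = fewer than 70 cells counted for the yeast strain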;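 also: median GFP channel fluorescence of the gated AGP1 strain per well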
LAP4 TOR yeast: alters LAP4-GFP fluorescence in TOR pathway yeast screen; S. cerevisiae LAP4-GFP multiplex, flow cytometry GFP, 3 h; median GFP as percent of DMSO wells; 0.34% of 320,000 active; GFP response vs DMSO, % at 10 µM;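 active = GFP response vs DMSO above a set limit, about the screen mean plus 3 SD, cut at about 150% in these data; inconclusive = under 70 cell events counted for the yeast strain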
* marks the source's active call; other numbers are inactive results; u = inconclusive; x = no result given; & = joins results of further samples; [ ] = remark or other dose.

VLA-4 inh,GRK2 inh,RPL19A-GFP yeast,LAP4 TOR yeast,MEP2 TOR yeast,GASC-1 inh,AGP1 TOR yeast,CIT2-GFP yeast,SMILES
16,3,98,97,98,0,102,97,O=C(Cc1ccccc1)NNC1=NS(=O)(=O)c2ccccc21
5,0,88,75,u,-1,u,86,Cc1cc(C)n(CC(=O)c2cccc([N+](=O)[O-])c2)n1
7,2,108,71,101,-6,84,87,N=c1oc2ccc(Cl)cc2cc1C(=O)NC1CCCCCC1
16,0,100,101,96,-1,97,90,COc1cc(/C=C/C(=O)OCC(=O)NCCN2C(=O)CSC2=O)ccc1OCC#N
12,99*,98,100,104,3,102,103,Cc1ccccc1C(=O)Nc1cccc(NC(=O)c2ncn[nH]2)c1
-5,0,97,83,102,4,94,x,CCc1ccc(/C=C2\SC(=S)N(CCC(=O)NCCCN3CCOCC3)C2=O)cc1
4,5,88,102,80,3,96,104,O=C1C(=O)N(Cc2cccnc2)C(c2cccc(Br)c2)/C1=C(/O)c1ccc2c(c1)OCO2 (stereo unspecified)
0,4,97,106,103,10,108,97,COc1ccc(C(=O)N2CCCC(N3CCN(c4ccccc4F)CC3)C2)c(OC)n1 (stereo unspecified)
-11,0,94,92,92,3,92,91,C/C(=N/O)c1cc(C(C)(C)C)c(O)c(C(C)(C)C)c1
2,2,100,104,97,-41,106,111,O=C(Nc1ccc(Cl)c(S(=O)(=O)N2CCOCC2)c1)c1ccc(OCC2CCCO2)cc1 (stereo unspecified)
-10,2,93,94,98,-3,105,98,CC(C)N(Cc1ccccc1)C(=O)COC(=O)c1cc(S(=O)(=O)N(C)C)ccc1N1CCCC1
-3,1,95,103,99,58,104,101,CC1CN(c2ccc([N+](=O)[O-])cn2)CC(C)O1 (stereo unspecified)
-11,2,107,78,104,6,95,103,Cc1ccc(OCC(=O)Nc2ccc3c(c2)C(=O)NC3=O)cc1
-3,0,102,104,90,6,87,81,O=C(C1=C[C@@H](c2ccccc2)C[C@@H](OCCCCO)O1)N1CCOCC1
-13,39,99,102,98,8,100,98,COc1cc(C(=O)NCc2ccc3c(c2)cc(C)n3C)cc(OC)c1OC
12,0,103,117,105,4,105,100,Cc1ncc([N+](=O)[O-])n1CC(=O)NC1CCCCC1
0,15,97,94,93,1,100,92,COc1ccccc1N1CCN(C(=O)CSc2nnc(NC(=O)C(C)C)s2)CC1
3,1,101,100,102,2,100,102,NC(=O)c1nn(CC(=O)Nc2cccc(S(=O)(=O)N3CCCC3)c2)c(=O)c2ccccc12
15,1,91,106,95,13,101,86,CCN(CC)CCN1C(=O)C(O)=C(C(=O)c2cc3cccc(OC)c3o2)C1c1ccc(F)cc1 (stereo unspecified)
-11,2,102,100,98,2,100,99,CCOc1ccc(NC(=O)CSc2nc3ccccc3nc2N2CCCC2)cc1
15,0,97,96,108,6,100,102,Cc1ccc(S(=O)(=O)NCCC(=O)Nc2ccc(C)cc2C(=O)c2ccccc2)cc1
8,3,107,99,99,3,110,107,CCOc1ccccc1CN1C(=O)c2ccccc2C1C(=O)NCC1CCCO1 (stereo unspecified)
10,0,90[may fluoresce violet],91[may fluoresce violet],105[may fluoresce violet],7,63[may fluoresce violet],u,c1ccc2c(c1)C(=NC1CCCCC1)NC2=NC1CCCCC1
-2,0,102,98,104,19,86,100,CC(C)C(=O)C1=Cc2cc([N+](=O)[O-])ccc2OC1N1CCOCC1 (stereo unspecified)
22,4,95,111,99,-17,105,108,O=C(Cc1cn2ccsc2n1)OCc1nc2ccccc2s1
2,3,99,107,98,-6,106,107,CC/C(O)=C1\C(=O)CCCC1=NCCc1c(C)[nH]c2ccc(C)cc12
-20,4,94,98,106,-3,95,86,Cc1sc2nc(COC(=O)c3cccc(S(=O)(=O)N(C)c4ccccc4)c3)[nH]c(=O)c2c1C
2,1,105,103,116,14,99,114,CN(C)c1ccc(/C=C(/C#N)C(=O)NCc2ccccc2)o1
6,2,105,95,108,-18,94,101,O=C(Nc1ccncc1)c1ccc([N+](=O)[O-])cc1Cl
-1,0,98,109,99,4,108,102,COc1ccccc1NC(=O)NC1(C(=O)N2CCOCC2)CCCCC1
-27,10,103,99,108,6,100,101,COc1ccc(Sc2ccccc2CN(C)C)cc1OC
0,0,109,119,99,3,119,102,CN(CC(=O)Nc1c(Cl)cccc1Cl)C(=O)c1cccc(S(=O)(=O)NCc2ccccc2)c1
-8,66*,99,92,99,-2,96,105,CCN(CC)CCCN(C(=O)c1ccco1)c1nc(-c2ccc(Cl)cc2)cs1
-4,1,98,97,96,-4,98,103,CCn1c(=O)c2ccccc2n2c(SCC(=O)NCc3cccs3)nnc12
5,x,101,87,91,2,94,97,Cc1cccc(C(C)(C)C)c1OCCN1CCCC1
2,51*,92,88,92,17,91,89,CC1CCN(C(=O)COC(=O)/C=C/c2ccco2)CC1
9,6,97,94,104,1,103,x,CCOCCCn1c(SCC(=O)NC(C)(C)C)nc2ccccc2c1=O
-11,0,105,99,101,4,103,100,CC(C)NC(=O)CC1C(=O)N(Cc2ccccc2)C(C)c2nc3ccccc3n21 (stereo unspecified)
27,0,107,101,103,2,107,108,CN(C)C=Nc1nonc1-c1ncn[nH]1
-23,0,103,99,100,-2,108,111,O=C(NCc1nnc(SCc2ccc(F)cc2)n1-c1ccc(F)cc1)C12CC3CC(CC(C3)C1)C2

Arranged by number of heavy atoms (low to high): some entries from above.
VLA-4 inh,GRK2 inh,RPL19A-GFP yeast,LAP4 TOR yeast,MEP2 TOR yeast,GASC-1 inh,AGP1 TOR yeast,CIT2-GFP yeast,SMILES
27,0,107,101,103,2,107,108,CN(C)C=Nc1nonc1-c1ncn[nH]1
9,6,97,94,104,1,103,x,CCOCCCn1c(SCC(=O)NC(C)(C)C)nc2ccccc2c1=O
-11,0,105,99,101,4,103,100,CC(C)NC(=O)CC1C(=O)N(Cc2ccccc2)C(C)c2nc3ccccc3n21 (stereo unspecified)

Continued:
VLA-4 inh,GRK2 inh,RPL19A-GFP yeast,LAP4 TOR yeast,MEP2 TOR yeast,GASC-1 inh,AGP1 TOR yeast,CIT2-GFP yeast,SMILES
-3,1,92,111,99,22,91,90,Cc1ccc2sc(NC(=O)C3CC3)nc2c1C
-5,0,91,97,93,-13,101,90,O=C(NCCN1CCc2ccccc2C1)C1CCN(S(=O)(=O)N2CCCCC2)CC1
8,4,102,113,99,-1,100,93,O=C(Cc1ccc(F)cc1)OCN1C(=O)c2ccccc2C1=O
8,0,95,123,90,-3,74,67,C[C@H](NC(=O)c1nc[nH]c1C(=O)N[C@@H](C)C(=O)OCc1ccccc1)C(=O)OCc1ccccc1
-3,0,104,100,97,39,110,105,O=C(N/N=C/c1ccco1)c1ccc(NC(=O)c2ccc(Cl)cc2)cc1
2,1,96,88,107,-1,101,101,Cc1cc(C(=O)OCC(=O)Nc2ccccc2F)c(C)o1
-5,3,98,117,96,3,104,89,OCCN1c2ccccc2CCc2ccccc21
0,1,97,100,99,6,106,107,CC1CCCC(NC(=O)c2ccc(F)c(S(=O)(=O)N3CCOCC3)c2)C1C (stereo unspecified)
3,3,86,96,80,1,88,86,CCCCC(NC(=O)c1cccc(Br)c1)C(=O)O (stereo unspecified)
29,1,102,117,98,3,109,94,CCOC(=O)C1CCCN(C(=O)c2cccs2)C1 (stereo unspecified)
12,0,102,130,98,6,89,88,CN1CCN(c2ccc(C(CC(N)=O)NC(=O)Cc3cccc4ccccc34)cc2[N+](=O)[O-])CC1 (stereo unspecified)
9,0,99,99,109,0,100,100,CC(C)n1cc(CNC(=O)C2CCC(=O)N(Cc3ccccc3F)C2)cn1 (stereo unspecified)
3,3,91,95,89,-5,103,98,NS(=O)(=O)c1ccc(NC(=O)Nc2ccc(S(N)(=O)=O)cc2)cc1
8,92*,100,89,96,7,96,97,CCOC(=O)c1ccc(S(=O)(=O)NNC(=O)COc2ccc(C)cc2)cc1
-16,0,97,100,103,-1,91,95,Cc1ccc(C(=O)Nc2ccc(N3CCN(C(=O)c4cccs4)CC3)cc2)c(Cl)c1
15,0,106,99,109,-3,107,109,O=C(NN=C1CCCCCC1)c1c[nH]c2ccccc12
29,0,103,94,104,-2,103,104,Cc1ccc(CN2CCN(Cc3cnc(C)s3)CC2CCO)o1 (stereo unspecified)
1,0,80,x,87,4,84,85,O=[N+]([O-])c1ccc(/C=N/Nc2nc3ccccc3o2)cc1
3,0,96,100,104,-11&-9,98,92,CC1(C)Cc2c(C#N)c(OCC(=O)c3ccc(Cl)cc3)nc(-c3ccco3)c2CO1
31,0,99,101,102,-8,104,103,CC1CN(C(=O)CN2C(=O)NC3(CCCCCC3)C2=O)CC(C)O1 (stereo unspecified)
-6,12,102,88,99,-6,90,102,O=C(/C=C/c1ccco1)Nc1cccc2cccnc12
9,0,106,104,112,-5,102,107,COc1ccc(OCC(=O)Nc2ccc3c(c2)n(C)c(=O)n3C)cc1
-2,0,102,104,112,-57,97,95,Cc1ccc(S(=O)(=O)c2nnn3c2nc(N2CCN(c4ccccn4)CC2)c2ccccc23)cc1
9,3,111,95,108,7,110,112,CCOC(=O)C1CCCN(C2CC(=O)N(c3ccccc3)C2=O)C1 (stereo unspecified)
19,0,102,96,103,4,95,94,CCOC(=O)C1CCN(C(=O)/C(C)=C\c2ccccc2)CC1
-4,2,105,87,98,-16,94,102,O=C(Nc1ccccc1)Nc1cccc(Cl)c1Cl
-8,0,104,98,101,-8,102,107,CCOc1ccc(/C=C/C(=O)Oc2ccc(OC)cc2)cc1

Assay outcomes as filed in PubChem.
